GalR3 antag = human GalR3 antagonism | O60755 | HEK293 GalR3-CNG cAMP membrane potential fluorescence; galR3 body fused to GalR1 C-terminus | inhibition, % at 3 µM | 360,000 tested, 0.44% active;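 active = inhibition above the screen-wide average plus 3 SD, cut at about 13% in these data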;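 also: forskolin and galanin both at EC90 stimulate the cells; cAMP rise reported by CNG channel membrane potential dye signal; 0% = forskolin plus galanin with DMSO and 100% = forskolin alone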
Target sequence (O60755 1-299 limits assumed): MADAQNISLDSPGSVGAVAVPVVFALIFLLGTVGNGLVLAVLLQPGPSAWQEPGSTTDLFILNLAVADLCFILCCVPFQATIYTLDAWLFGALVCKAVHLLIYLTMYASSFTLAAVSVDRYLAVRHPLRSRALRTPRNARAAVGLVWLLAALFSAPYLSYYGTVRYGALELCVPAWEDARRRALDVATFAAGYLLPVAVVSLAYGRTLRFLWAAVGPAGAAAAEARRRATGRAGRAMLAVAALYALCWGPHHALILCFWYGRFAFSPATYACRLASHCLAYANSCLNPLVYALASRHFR
Numbers without * were called inactive. These rows are one share of the data; rates above refer to the full screens.

SMILES	GalR3 antag
CC1Sc2ccccc2N(Cc2ccc(OC(F)(F)F)cc2)C1=O (centres undefined)	-6
Cc1ccc2c(CN(C)Cc3ccccc3)cc(=O)oc2c1	-4
COC(=O)[C@]12CCCCC=C1N(CCc1ccc(OC)c(OC)c1)C(=O)[C@H](CC(=O)NCC13CC4CC(CC(C4)C1)C3)C2	-7
CC(=O)Nc1ccccc1OCCCN1CCC(C(O)(c2ccccc2)c2ccccc2)CC1	-6
O=C(CCC(=O)c1cccs1)OCC(=O)c1ccccc1F	-4
CCC(C(=O)Nc1c(C)cccc1C)n1c(-c2ccc(-c3ccccc3)cc2)nc2ccccc21 (centres undefined)	-6
CCN(CC)C(=O)[C@H]1C[C@H](CC(=O)NCc2ccco2)C(=O)N2CCc3c([nH]c4cc(-c5ccco5)ccc34)[C@]12C	-6
O=C(c1cc2c(c(-c3cccc(-c4ccncc4)c3)n1)[C@@H](CCO)N(C(=O)c1ccc3c(c1)OCO3)C2)N1CCOCC1	-6
CCOC(=O)C1=C(Nc2ccccc2)CSC1	0
CC(C)N(C(=O)[C@H]1C[C@H](CC(=O)NCCC2=CCCCC2)C(=O)N2CCc3c([nH]c4ccc(Cl)cc34)[C@]12C)C(C)C	-3
Clc1ccc2nc(-c3ccco3)c(Cc3ccccc3)n2c1	-4
C1CN(CC2COC(CN3CCOCC3)CO2)CCO1 (centres undefined)	-1
Cc1ccc(C)c(N2CCN(C(=O)CCc3nc(-c4ccccc4Br)no3)CC2)c1	-7
CC1CN(CC(O)c2ccc(Br)cc2)CCO1 (centres undefined)	-9
S=c1[nH]ncn1/N=C/c1ccco1	-5
COc1ccccc1C(=O)N/C(=C\c1cn(C)c2ccccc12)C(=O)NCCN1CCOCC1	-8
Cn1c(=O)c2cc(NC(=O)NCc3ccc(F)cc3)ccc2n1C	-3
CCN1C[C@@H]2[C@@H]3C(=O)N(C)C(=O)[C@@H]3[C@](CC)(C(=O)OC)N2C1=NC	-2
COCCNC(=O)C1(C)CCCN(Cc2ccc(-c3ccccn3)cc2)C1 (centres undefined)	-1
CC(C)C[C@H]1CN(CCCC[C@@H]2CNC(=O)C(=O)N2CC2CCCCC2)C(=O)C(=O)N1CC1CCCCC1	-7
CCOC(=O)c1cc2c(OC)c(OC)ccc2c2[nH]cc(C#N)c(=O)c12	-4
O=S1(=O)CCN(C2CCCCCCCCCCC2)CC1	-8
CCN(Cc1nc2ccccc2c(=O)[nH]1)C(=O)c1cccc(NC(=O)c2cccs2)c1	-3
COC(=O)c1cccc(CN2C(=O)C(C)Sc3cc(Cl)ccc32)c1 (centres undefined)	-7
COc1cccc(S(=O)(=O)N(C)C[C@@H]2OCc3cnnn3CCCC(=O)N([C@H](C)CO)C[C@@H]2C)c1	-7
CCc1cccc2c1NC(=O)C2=O	4
Cc1ccc(C(O)c2ncc(-c3ccc(Cl)cc3)[nH]2)cc1 (centres undefined)	-3
Cc1ccc(CONC(=O)c2ccccc2Cl)cc1	-5
O=C(COc1ccccc1)NC(=S)Nc1cccc2c(O)cccc12	-4
COC(=O)[C@H](C(C)C)N(Cc1ccccc1)S(=O)(=O)CCN1CCN(c2ccccc2)CC1	-7
O=C1[C@@H](c2ccccc2)[C@@H](c2ccccc2)N1c1cccnc1	-4
CC(C)(C)c1cc(NC(=O)C2(C)CCN2C(=O)C2(c3ccccc3)CCCC2)no1 (centres undefined)	-5
COc1ccc(C(=O)NCC2CCCN2S(=O)(=O)c2ccccc2)cc1OC (centres undefined)	-2
CC1(C(=O)NCCc2ccccc2)Cc2c(-c3ccc4c(c3)OCO4)ccnc2O1 (centres undefined)	-9
CCOC(=O)CN1C(=O)[C@]2(OCCC=C[C@H]2C)c2ccccc21	-8
CN1OC[C@@H]2CN(C(=O)C(C)(C)C)[C@H](c3cccc(Br)c3)C[C@@H]21	-3
CC(C)CC1C(=O)N(Cc2cn(CCC3OCCCO3)nn2)CCS(=O)(=O)N1Cc1ccc(-c2ccc(Cl)c(Cl)c2)cc1 (centres undefined)	-6
NC(=O)c1cccc(-c2ccnc3c2CC(C(=O)NCc2cccc(Cl)c2)O3)c1 (centres undefined)	-4
COC(=O)CCN1CCSCCS1(=O)=O	-4
COc1ccc(C2NCCCC2c2ccccc2)cc1 (centres undefined)	-5
CC1CC(O)C2C3(C)CCCC2(COC3=O)C12CCC1(CCOC1=O)O2 (centres undefined)	-7
COC(=O)C[C@H]1CC[C@H](NS(=O)(=O)c2cn(C)cn2)[C@@H](CO)O1	-2
Cc1ccc(S(=O)(=O)N2CC3(O)CN(C(=O)OC(C)C)N(C(=O)OC(C)C)CC3(OC(=O)NC3CC3)C2)cc1 (centres undefined)	-3
CC1(C(=O)NS(=O)(=O)c2ccc(Cl)cc2)CCN1C(=O)CCc1cccs1 (centres undefined)	-6
Cc1ccc(S(=O)(=O)N2[C@@H](Cc3ccccc3)CO[C@H]2CC(=O)c2ccccc2)cc1	-6
CN1C(C)(C)CC(=NO)CC1(C)C	-3
O=C(c1[nH]c(C(F)(F)F)nc1-c1ccccc1)N1CCc2c([nH]c3ccccc23)C1	-6
Cc1ccc(S(=O)(=O)Nc2ccc3c(c2)C(=O)N([C@H](C)CO)C[C@H](C)[C@@H](CN(C)C(=O)NC2CCCCC2)OCCCC[C@@H](C)O3)cc1	-7
Cc1cc2c(cc1C)-n1nnnc1C(N1CCN(CC(=O)NC(C)C)CC1)C(=O)N2 (centres undefined)	-7
COc1cccc(CNc2nc3cc(-c4ccc(F)cc4)sc3c(=O)n2C)c1	-7
CCOC(=O)C1=CN(Cc2cccc(Br)c2)S(=O)(=O)N(C)C1C (centres undefined)	-10
CC(C)N1CCC(C)(C(=O)Nc2ccc(-n3cccc3)cc2)C1 (centres undefined)	-6
CCN(c1ccccc1)S(=O)(=O)c1ccc(C(=O)NC2CCCCC2)cc1	-5
Cc1ccc(-c2nc3ncccn3c2N)cc1	1
Cc1cc2c(nc1C)CCCN2C	-5
Cc1ccc(-c2nc3ccc(Cl)cn3c2Cc2ccsc2)cc1	-6
COc1cccc(NC(=O)C2(C)CCN2C(=O)Cc2cccc3ccccc23)c1 (centres undefined)	-1
CCCCCCn1c(=O)n2n(c1=O)C[C@]1(OC(=O)Nc3c(C)noc3C)CN(S(=O)(=O)c3ccc(C)cc3)C[C@]1(O)C2	-5
C[C@@H]1CN([C@@H](C)CO)C(=O)CCCn2nncc2CO[C@@H]1CN(C)C(=O)Nc1ccc(C(C)(C)C)cc1	0
O=C(CC1CCCC1)N1CCN(S(=O)(=O)c2c(F)cccc2F)CC1	-3

6 records drawn at random from those above:
SMILES	GalR3 antag
Cc1ccc(-c2nc3ncccn3c2N)cc1	1
Cc1ccc(S(=O)(=O)N2[C@@H](Cc3ccccc3)CO[C@H]2CC(=O)c2ccccc2)cc1	-6
CC(C)N1CCC(C)(C(=O)Nc2ccc(-n3cccc3)cc2)C1 (centres undefined)	-6
Cc1cc2c(nc1C)CCCN2C	-5
CCN(c1ccccc1)S(=O)(=O)c1ccc(C(=O)NC2CCCCC2)cc1	-5
Cc1ccc(-c2nc3ccc(Cl)cn3c2Cc2ccsc2)cc1	-6

(cont.)
SMILES	GalR3 antag
Cc1cn([C@H]2C[C@H](O)[C@@H](CCC(=O)NCc3ccc4c(c3)OCO4)O2)c(=O)[nH]c1=O	-7
N#C/C(=C/c1ccc(-c2cccc([N+](=O)[O-])c2)o1)C(=O)Nc1nc(-c2cccs2)cs1	-4
O=C(Nc1nnc([C@@H]2C[C@H](O)[C@@H](CO)O2)s1)Nc1ccccc1Oc1ccccc1	-3
COCCNC(=O)c1cc2c(Br)ccc(Br)c2nc1N	-3
COc1ccc(Cl)cc1Nc1nc(Cl)nc(NCCO)n1	-7
COCCN(C(=O)COC(=O)C1CCCCC1)c1c(N)n(Cc2ccccc2)c(=O)[nH]c1=O	-5
CCOC(=O)C1(C)CCCCCN1C(=O)c1snnc1C (centres undefined)	-5
Cc1ccc(NC(=O)Cn2c(=O)ccn(Cc3ccccc3)c2=O)cc1S(=O)(=O)N1CCOCC1	-8
COc1ccc(CC(N)c2csc(NC(=O)Nc3cc(OC)ccc3OC)n2)cc1 (centres undefined)	-6
ClCC(CNCc1ccccc1)c1ccccc1 (centres undefined)	-8
O=C(C1CCCCC1)N1C[C@H](n2cc(-c3ccc(F)cc3)nn2)[C@@H](O)C[C@@H]1c1ccccc1	-3
CCCCCCCCN1C(=O)[C@H](CC(=O)NCCCC)C[C@@]2(C(=O)OC)CCCCC=C12	-8
CC(C)c1[nH]nc2c1C(c1ccccc1)NC2=O (centres undefined)	-6
Cc1ccccc1-n1c(SC(C)C(=O)NCC2CCCO2)nnc1-c1ccncc1 (centres undefined)	-4
CC1(C(=O)NCc2ccc(C(F)(F)F)cc2)CCN1C1Cc2ccccc2C1 (centres undefined)	-7
CCOC(=O)C1=C(C)NC(C)=C(C(=O)OCC)C1C(=O)OCC(=O)Nc1ccc(NC(C)=O)cc1	3
Cn1ccc2c(N(c3ccccc3)C3CCCCC3)cc3c(c21)C1CCC3O1 (centres undefined)	-4
C[C@H](O)C#Cc1cnc2c(c1)C(=O)N([C@H](C)CO)C[C@@H](C)[C@H](CN(C)C(=O)Nc1ccc(C(F)(F)F)cc1)O2	-4
COc1ccc2[nH]c3c(c2c1)CCN1C(=O)C(CC(=O)NCc2ccc(OC)c(OC)c2)C[C@H](C(=O)N2CCOCC2)[C@@]31C (some centres undefined)	-6
COc1cc(Cn2c3ccc(NC(=O)NCc4ccc(F)cc4)cc3c(=O)n2C)ccc1F	-2

Continued (2 carried over from the part before).
SMILES	GalR3 antag
COc1ccc2[nH]c3c(c2c1)CCN1C(=O)C(CC(=O)NCc2ccc(OC)c(OC)c2)C[C@H](C(=O)N2CCOCC2)[C@@]31C (some centres undefined)	-6
COc1cc(Cn2c3ccc(NC(=O)NCc4ccc(F)cc4)cc3c(=O)n2C)ccc1F	-2
CCOC(=O)C1=C(COC(=O)CCCOc2ccccc2)NC(=O)NC1C (centres undefined)	-1
CCc1ccc([C@@H]2C[C@H]3[C@@H](CN2S(=O)(=O)c2ccc(C)cc2)C(=O)C[C@@H](c2ccc(C)cc2)N3S(=O)(=O)c2ccc(C)cc2)cc1	-5
Cn1cc(-c2cccc3nncn23)cn1	-4
Nc1ccc(S(=O)(=O)NN=CC=Cc2ccccc2[N+](=O)[O-])cc1	-7
CN(Cc1ccccc1F)C(=O)c1ccc(NC(=O)CC2SC(N3CCCCC3)=NC2=O)cc1 (centres undefined)	-6
C[C@]12c3[nH]c4cc(-c5ccco5)ccc4c3CCN1C(=O)[C@@H](CC(=O)NCCCn1ccnc1)C[C@@H]2C(=O)N1CCCCC1	-4
CCOC(=O)c1ccccc1NC(=O)COC(=O)C(CC)Oc1ccccc1 (centres undefined)	-9
CCC(=O)N1CCC1(C)C(=O)Nc1ccc(F)cc1 (centres undefined)	2
Cc1ccc2ccccc2c1C(O)c1ncc(-c2ccccc2)[nH]1 (centres undefined)	-7
N#Cc1c(N2CCN(c3ccc([N+](=O)[O-])cc3)CC2)[n+](=O)c2ccc(Cl)cc2n1[O-]	-7
O=C1C(=NO)CCCc2ccccc21	-7
Cn1c(=O)c2cc(NC(=S)NC3CC3)ccc2n1Cc1ccccc1	-3
OC(c1ccccc1)c1ncc(-c2ccc(Oc3ccccc3)cc2)[nH]1 (centres undefined)	-3
COc1ccc(S(=O)(=O)N2CCC[C@H]2C(=O)N2CCC[C@H]2C(=O)NCc2ccccc2)cc1C	0
COc1ccc(NS(=O)(=O)c2ccc(C(=O)N(C)Cc3cccs3)cc2)cc1	-3
O=C(Nc1ccc2c(c1)OCO2)c1cc(C2CCCN(C(=O)C3CCCCC3)C2)on1 (centres undefined)	-2
CC1(C(=O)NS(=O)(=O)c2cccs2)CCN1C(=O)Cc1ccccc1 (centres undefined)	-6
Cc1cc(Br)c2nc(-c3ccccc3)c(Cc3cccc(Cl)c3)n2c1	-5
CSc1nc(N)nc2c1ncn2C1OC(CO)CC1O (centres undefined)	1
COC(=O)N(C)C[C@@H]1OCc2cnnn2CCCC(=O)N([C@@H](C)CO)C[C@H]1C	-5
CNC(=O)c1c(NC(=O)c2ccc3ncsc3c2)sc(C)c1C	-6
CC(=O)N1C[C@@H](CO)[C@@H](N(C)C(=O)Nc2cccc3ccccc23)C[C@H]1c1ccccc1	-4
CCc1nc(N)nc(N)c1-c1ccc(N(C)Cc2ccccc2)c([N+](=O)[O-])c1	-6
CCCCNC(=O)C[C@@H]1C[C@@]2(C(=O)OC)CC(C)(C)CC=C2N(Cc2ccccc2)C1=O	-8
CNC[C@H]1Oc2cc(Br)ccc2S(=O)(=O)N([C@H](C)CO)C[C@H]1C	-7
C[C@H](CO)N1C[C@H](C)[C@@H](CN(C)C(=O)Nc2ccc(-c3cccs3)cc2)OCc2cn(nn2)CCCC1=O	-3
C[C@@H]1CN([C@@H](C)CO)C(=O)CCCn2nncc2CO[C@H]1CN(C)C(=O)Nc1ccc(F)cc1	-2
CCN(C(=O)COC(=O)/C=C/c1ccc(OC)c(OC)c1)c1c(N)n(Cc2ccccc2)c(=O)[nH]c1=O	3
O=[N+]([O-])c1ccc(NN=CC2CCCCCC2)c([N+](=O)[O-])c1	-6
Cc1ccc(NC(=O)CC[C@H]2O[C@@H](n3cnc4c(NC(=O)c5ccccc5)ncnc43)[C@H](O)[C@@H]2O)cc1C	-4
O=C(Nc1cccc2c1[nH]c(=O)c1ccccc12)C(F)(F)F	-4
O=C(NNC(=O)c1ccc2ccccc2c1)c1cccc(Br)c1	-2
O=C1CCn2c1c(O)c1ccccc1c2=O	1

3 compounds out of the list, arranged by number of heavy atoms, smallest number first:
SMILES	GalR3 antag
O=[N+]([O-])c1ccc(NN=CC2CCCCCC2)c([N+](=O)[O-])c1	-6
CCc1nc(N)nc(N)c1-c1ccc(N(C)Cc2ccccc2)c([N+](=O)[O-])c1	-6
CCCCNC(=O)C[C@@H]1C[C@@]2(C(=O)OC)CC(C)(C)CC=C2N(Cc2ccccc2)C1=O	-8

Compound activity: PubChem, The Scripps Research Institute Molecular Screening Center
